Assay outcomes (PubChem BioAssay)
PLK1 kinase inh = inhibitors of human PLK1 kinase | P53350 | recombinant PLK1 kinase, TR-FRET peptide phosphorylation | inhibition, % at 10 µM | hit rate 0.53% among 97,000 | AID 619;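 active = inhibition of 50% or more in the single-concentration screen; inactive = inhibition below 50%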;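 note: 0% = DMSO max control and 100% = H-89 dihydrochloride min control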
PLAP act = activators of human placental alkaline phosphatase | P05187 | purified PLAP enzyme, luminescent substrate read-out; stronger effect = higher value | activation fold at 20 µM | hit rate 1.2% among 96,000; in the data active = activation fold above about 2
CYP2C19 activ = cytochrome P450 2C19 (human) activation. 96,000 tested, under 10 active. activation factor at 5 µM. P33261. recombinant CYP2C19, luciferin-H EGE luminescence; stronger effect = higher value; 0 = fully inhibited enzyme, 1 = untreated enzyme;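 active = activation factor of at least 2 at 5 µM in the primary screen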;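 note: 0 = wells with 2.5 mM tranylcypromine and 1 = vehicle-only wells; values of inactives mirror those of a sister screen read the other way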
Target sequence (P33261 whole entry, looked up): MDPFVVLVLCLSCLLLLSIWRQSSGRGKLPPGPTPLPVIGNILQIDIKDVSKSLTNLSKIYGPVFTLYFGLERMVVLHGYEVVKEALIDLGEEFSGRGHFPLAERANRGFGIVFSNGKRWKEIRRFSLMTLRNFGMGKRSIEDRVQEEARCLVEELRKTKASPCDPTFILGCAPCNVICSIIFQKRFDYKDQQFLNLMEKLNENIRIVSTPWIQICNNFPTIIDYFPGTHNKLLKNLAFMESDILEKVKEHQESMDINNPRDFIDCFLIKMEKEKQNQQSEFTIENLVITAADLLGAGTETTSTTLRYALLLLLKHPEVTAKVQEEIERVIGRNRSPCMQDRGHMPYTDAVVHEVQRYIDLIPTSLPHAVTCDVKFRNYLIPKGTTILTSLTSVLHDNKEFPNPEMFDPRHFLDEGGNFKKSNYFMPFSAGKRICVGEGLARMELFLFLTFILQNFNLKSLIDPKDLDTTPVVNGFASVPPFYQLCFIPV
CYP2C9 activ = activators of human CYP2C9; hit rate 1.4% among 96,000; activation factor at 5 µM; P11712; recombinant CYP2C9, luciferin-H conversion, luminescence; stronger effect = higher value; factor 1 = untreated enzyme, 0 = blocked;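 active = activation factor of 2 or more for CYP2C9 at a 5 µM dose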;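 note: 0 = sulfaphenazole-blocked wells and 1 = vehicle-only wells; values of inactives mirror those of a sister screen read the other way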
Target sequence (P11712 whole entry, looked up): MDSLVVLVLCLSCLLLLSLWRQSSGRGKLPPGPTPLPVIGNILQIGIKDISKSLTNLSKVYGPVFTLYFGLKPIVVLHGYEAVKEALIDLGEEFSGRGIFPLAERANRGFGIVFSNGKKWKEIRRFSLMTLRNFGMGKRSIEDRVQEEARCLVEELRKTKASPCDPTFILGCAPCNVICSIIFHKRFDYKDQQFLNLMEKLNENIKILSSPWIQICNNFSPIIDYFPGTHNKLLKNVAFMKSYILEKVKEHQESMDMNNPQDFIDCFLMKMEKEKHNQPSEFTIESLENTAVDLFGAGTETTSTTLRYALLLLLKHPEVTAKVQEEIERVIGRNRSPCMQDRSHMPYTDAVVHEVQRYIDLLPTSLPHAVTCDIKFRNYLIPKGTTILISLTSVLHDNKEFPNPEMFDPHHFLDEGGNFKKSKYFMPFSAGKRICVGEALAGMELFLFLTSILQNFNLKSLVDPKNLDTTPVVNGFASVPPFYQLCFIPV
Rev-RRE block = disrupts HIV-1 Rev binding to RRE RNA; AID 704; inhibition, % at 8 µM; P05866; hit rate 0.79% among 97,000; Rev peptide-RRE RNA binding, FRET;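 active = inhibition above the screen-wide mean plus 3 SD, cut at about 35% in these data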;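 note: 0% = median DMSO wells and 100% = median Neomycin B control wells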
Target sequence (P05866 whole entry, looked up): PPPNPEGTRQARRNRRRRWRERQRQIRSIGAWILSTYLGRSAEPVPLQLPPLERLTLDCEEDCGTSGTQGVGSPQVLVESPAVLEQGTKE
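Test system: Cy5-tagged RRE RNA duplex with fluorescein-tagged Rev peptide; Probe or stimulus: labelled Rev peptide; Schedule: 5 min preincubation and 15 min binding, 25 °C; Signal: FRET fluorescence readout; Evaluation: % inhibition from 671/540 nm acceptor-to-donor ratio, scaled between controls; Control set: DMSO and neomycin B.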
CYP2C19 inh = blocks human cytochrome P450 2C19. CYP2C19 Supersomes, luciferin-H EGE luminescence, 30 min. inhibition, % at 5 µM. hit rate 21% among 96,000;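 active = CYP2C19 inhibition above a set limit at 5 µM in the primary screen, cut at about 50% in these data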;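 note: plate controls were negative control wells for no effect and 2.5 mM tranylcypromine positive control for full effect; values of inactives mirror those of a sister screen read the other way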
CYP2C9 inhib = human CYP2C9 inhibition; P11712; CYP2C9 Supersomes, luciferin-H conversion, luminescence; hit rate 20% among 96,000; inhibition, % at 5 µM;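 active = blocking of liver enzyme CYP2C9 beyond about 50% at 5 µM, limit read from the data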; note: values of inactives mirror those of a sister screen read the other way
EphB4 ephrin blk = EphB4-ephrin-B2 interaction antagonism; P54760; EphB4 LBD / TNYL-RAW-Alexa532 peptide, fluorescence polarization; inhibition, % at 7 µM; hit rate 0.15% among 97,000; AID 720;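 active = inhibition above the screen-wide mean inhibition plus 3 SD, cut at about 15% in these data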;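 note: 0% = DMSO wells and 100% = excess unlabeled TNYL-RAW peptide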
PLK1 PBD inh = inhibitors of human Plk1 polo box domain binding; Plk1 PBD phosphopeptide binding, fluorescence polarization; hit rate 0.13% among 97,000; AID 693; inhibition, %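 (tested at about 20 µM)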; P53350; in the data active = inhibition above about 34%, passing the limit was not always enough
* hit, by the source's call.

How did CCCCC1(C)NC(=O)N(CC(=O)Nc2ccc(S(=O)(=O)N3CCOCC3)cc2)C1=O (stereo unspecified) do in these assays?
PLK1 kinase inh: -12; PLAP act: 1.2; CYP2C19 activ: 0.9; CYP2C9 activ: 0.9; Rev-RRE block: 4; CYP2C19 inh: 6; CYP2C9 inhib: 10; EphB4 ephrin blk: -6; PLK1 PBD inh: -2

Results for O=C(c1ccc2c(=O)n(-c3ccccc3)c(=O)[nH]c2c1)N1CCN(c2ccc(F)cc2)CC1 ?
PLK1 kinase inh: -1; PLAP act: 1; CYP2C19 activ: 0.9; CYP2C9 activ: 0.9; Rev-RRE block: 9; CYP2C19 inh: 6; CYP2C9 inhib: 13; EphB4 ephrin blk: 4; PLK1 PBD inh: -28

What do the screens show for `Cc1ccc(C)c(CN2CCCN(C(=O)Cn3ncc4c3-c3ccccc3OC4)C2)c1`?
PLK1 kinase inh: 4; PLAP act: 1.5; CYP2C19 activ: 0.2; CYP2C9 activ: 0.4; Rev-RRE block: 6; CYP2C19 inh: 79*; CYP2C9 inhib: 56*; EphB4 ephrin blk: 8; PLK1 PBD inh: -7

How did CC1CCN(C(=O)CSc2nnc(CSc3ncccn3)n2C)CC1 do in these assays?
PLAP act: 1.1; CYP2C19 activ: 1.1; CYP2C9 activ: 0.9; CYP2C19 inh: -10; CYP2C9 inhib: 6

How did Nc1nnc(CC2=CCCCC2)s1 do in these assays?
PLK1 kinase inh: -11; PLAP act: 0.9; CYP2C19 activ: 1.2; CYP2C9 activ: 0.9; Rev-RRE block: 5; CYP2C19 inh: -16; CYP2C9 inhib: 6; EphB4 ephrin blk: 2; PLK1 PBD inh: -1

What do the screens show for `O=C(NCCO)c1ccc(-c2nnc(N3CCOCC3)c3ccccc23)cc1`?
PLK1 kinase inh: -6; PLAP act: 1; CYP2C19 activ: 0.9; CYP2C9 activ: 1.1; Rev-RRE block: -1; CYP2C19 inh: 8; CYP2C9 inhib: -14; EphB4 ephrin blk: -2; PLK1 PBD inh: 6

Results for CCn1nnnc1SCC(=O)N1CCOCC1 ?
PLK1 kinase inh: -14; PLAP act: 1; CYP2C19 activ: 1.1; CYP2C9 activ: 1; Rev-RRE block: 6; CYP2C19 inh: -13; CYP2C9 inhib: -4; EphB4 ephrin blk: -6; PLK1 PBD inh: 18

Results for O=C(OCC#CCSc1nnc(-c2ccncc2)o1)c1cccs1 ?
PLK1 kinase inh: 54*; PLAP act: 1; CYP2C19 activ: 0.2; CYP2C9 activ: 0.2; Rev-RRE block: -8; CYP2C19 inh: 79*; CYP2C9 inhib: 78*; EphB4 ephrin blk: -6; PLK1 PBD inh: -11

What do the screens show for `CCn1c(SCC(=O)Nc2nc3c(s2)CCCC3)nnc1-c1ccccc1`?
PLK1 kinase inh: -3; PLAP act: 1.8; CYP2C19 activ: 0.2; CYP2C9 activ: 0.1; Rev-RRE block: 11; CYP2C19 inh: 81*; CYP2C9 inhib: 88*; EphB4 ephrin blk: 15; PLK1 PBD inh: 12

How did CC(=O)Nc1ccc(NC(=O)CSc2ncnn2-c2ccccc2)cc1 do in these assays?
PLK1 kinase inh: 8; PLAP act: 1; CYP2C19 activ: 0.7; CYP2C9 activ: 0.8; Rev-RRE block: 6; CYP2C19 inh: 28; CYP2C9 inhib: 24; EphB4 ephrin blk: 3; PLK1 PBD inh: 2

What do the screens show for `CCOC(=O)CSc1nc(-c2ccccc2)cc(C(F)(F)F)n1`?
PLK1 kinase inh: -15; Rev-RRE block: 6; EphB4 ephrin blk: 3; PLK1 PBD inh: -2

What do the screens show for `CN(C(=O)CSc1ccccc1C(=O)O)C1CCCCC1`?
PLK1 kinase inh: -3; PLAP act: 1; CYP2C19 activ: 1.1; CYP2C9 activ: 1.1; Rev-RRE block: 4; CYP2C19 inh: -10; CYP2C9 inhib: -7; EphB4 ephrin blk: -5; PLK1 PBD inh: -16

Retrieved by structure from above (2):
How did Nc1nnc(CC2=CCCCC2)s1 do in these assays?
PLK1 kinase inh: -11; PLAP act: 0.9; CYP2C19 activ: 1.2; CYP2C9 activ: 0.9; Rev-RRE block: 5; CYP2C19 inh: -16; CYP2C9 inhib: 6; EphB4 ephrin blk: 2; PLK1 PBD inh: -1

How did CCCCC1(C)NC(=O)N(CC(=O)Nc2ccc(S(=O)(=O)N3CCOCC3)cc2)C1=O (stereo unspecified) do in these assays?
PLK1 kinase inh: -12; PLAP act: 1.2; CYP2C19 activ: 0.9; CYP2C9 activ: 0.9; Rev-RRE block: 4; CYP2C19 inh: 6; CYP2C9 inhib: 10; EphB4 ephrin blk: -6; PLK1 PBD inh: -2

(list continues)
How did CCc1nn(CC(=O)N2CCN(Cc3ccc4c(c3)OCO4)CC2)c(=O)c2cc3occc3n12 do in these assays?
PLK1 kinase inh: -6; Rev-RRE block: 3; EphB4 ephrin blk: 0; PLK1 PBD inh: -9

How did Cc1cc(C)n(C(C)n2nc(C)cc2C)n1 do in these assays?
PLK1 kinase inh: -6; PLAP act: 1.1; CYP2C19 activ: 0.8; CYP2C9 activ: 1.1; Rev-RRE block: 8; CYP2C19 inh: 17; CYP2C9 inhib: -8; EphB4 ephrin blk: 4; PLK1 PBD inh: 11

How did COc1ccc(-n2nnnc2SCC(=O)NC(=O)Nc2ccc3c(c2)OCCO3)cc1 do in these assays?
PLK1 kinase inh: -5; PLAP act: 1; CYP2C19 activ: 1; CYP2C9 activ: 0.9; Rev-RRE block: 10; CYP2C19 inh: 2; CYP2C9 inhib: 7; EphB4 ephrin blk: 2; PLK1 PBD inh: -4

Results for COCC(=O)N1CCN(c2ccc([N+](=O)[O-])cc2)CC1 ?
PLK1 kinase inh: -8; PLAP act: 0.9; CYP2C19 activ: 0.7; CYP2C9 activ: 1; Rev-RRE block: 6; CYP2C19 inh: 26; CYP2C9 inhib: 3; EphB4 ephrin blk: -5; PLK1 PBD inh: -4

Results for O=C1c2oc3ccccc3c(=O)c2C(c2cccs2)N1CCCN1CCOCC1 (stereo unspecified) ?
PLK1 kinase inh: -20; PLAP act: 1.5; CYP2C19 activ: 1; CYP2C9 activ: 0.8; Rev-RRE block: 5; CYP2C19 inh: 2; CYP2C9 inhib: 23; EphB4 ephrin blk: -5; PLK1 PBD inh: -8

Results for CCc1ccc(NC(=O)N(CCCN2CCOCC2)Cc2cccs2)cc1 ?
PLK1 kinase inh: -9; PLAP act: 1.6; CYP2C19 activ: 0.6; CYP2C9 activ: 0.4; Rev-RRE block: 1; CYP2C19 inh: 36; CYP2C9 inhib: 59*; EphB4 ephrin blk: -3; PLK1 PBD inh: 14

How did CCOCCCNCC(=O)N1CCN(S(=O)(=O)c2ccc(C)cc2)CC1 do in these assays?
PLK1 kinase inh: -10; PLAP act: 1.3; CYP2C19 activ: 1; CYP2C9 activ: 1; Rev-RRE block: -8; CYP2C19 inh: 0; CYP2C9 inhib: -2; EphB4 ephrin blk: -6; PLK1 PBD inh: 9

How did Cn1nc(-c2ccc(C(=O)Nc3cccc(Cl)c3)cc2)c2ccccc2c1=O do in these assays?
PLK1 kinase inh: -4; PLAP act: 0.9; CYP2C19 activ: 0.5; CYP2C9 activ: 0.6; Rev-RRE block: 5; CYP2C19 inh: 51*; CYP2C9 inhib: 40; EphB4 ephrin blk: -27; PLK1 PBD inh: -25

What do the screens show for `COc1ccc(S(=O)(=O)N(C)CC(=O)Nc2ccccc2OC)cc1C`?
PLK1 kinase inh: -8; PLAP act: 0.8; CYP2C19 activ: 0.1; CYP2C9 activ: 1.3; Rev-RRE block: 9; CYP2C19 inh: 93*; CYP2C9 inhib: -29; EphB4 ephrin blk: 2; PLK1 PBD inh: 15

How did CCCn1c(C(Cc2ccccc2)NC(=O)COC)nc2ccccc21 (stereo unspecified) do in these assays?
PLK1 kinase inh: -10; PLAP act: 1.4; CYP2C19 activ: 0.1; CYP2C9 activ: 0.3; Rev-RRE block: -1; CYP2C19 inh: 90*; CYP2C9 inhib: 74*; EphB4 ephrin blk: -3; PLK1 PBD inh: -12

What do the screens show for `N/C(=N\OS(=O)(=O)c1cc(Cl)ccc1Cl)c1ccncc1`?
PLK1 kinase inh: -24; PLAP act: 0.9; CYP2C19 activ: 0.6; CYP2C9 activ: 0.5; Rev-RRE block: 5; CYP2C19 inh: 38; CYP2C9 inhib: 48; EphB4 ephrin blk: -2; PLK1 PBD inh: -8

Results for Clc1cc(Cl)c2nc(N3CCOCC3)sc2c1 ?
PLK1 kinase inh: -14; Rev-RRE block: 5; EphB4 ephrin blk: 1; PLK1 PBD inh: 12

What do the screens show for `CC(C)C(=O)N1CCC(CN=CC2=C(O)CC(C)(C)CC2=O)CC1`?
PLK1 kinase inh: -11; Rev-RRE block: -1; EphB4 ephrin blk: 3; PLK1 PBD inh: -4

Results for COc1cc(C(=O)N2CCCc3ccccc32)cc(OC)c1OC ?
PLK1 kinase inh: -3; Rev-RRE block: -3; EphB4 ephrin blk: -9; PLK1 PBD inh: -9

What do the screens show for `CC(C(=O)NCc1cccnc1)N1C(=O)c2ccccc2C1=O` (stereo unspecified)?
PLK1 kinase inh: -6; Rev-RRE block: 4; EphB4 ephrin blk: 0; PLK1 PBD inh: -21

What do the screens show for `CC(=NCc1ccco1)c1c(C)[nH]n(-c2nc3ccccc3s2)c1=O`?
PLK1 kinase inh: -4; PLAP act: 0.9; CYP2C19 activ: 1; CYP2C9 activ: 0.9; Rev-RRE block: 2; CYP2C19 inh: 2; CYP2C9 inhib: 10; EphB4 ephrin blk: 0; PLK1 PBD inh: 6

What do the screens show for `Cc1c(Cl)c([N+](=O)[O-])nn1CCCC(=O)N1CCN(c2ccccc2)CC1`?
PLK1 kinase inh: -7; PLAP act: 1.2; CYP2C19 activ: 0.8; CYP2C9 activ: 0.8; Rev-RRE block: 10; CYP2C19 inh: 20; CYP2C9 inhib: 16; EphB4 ephrin blk: 8; PLK1 PBD inh: -4

Results for CCOc1ccc(NC(=S)N(Cc2ccc(N(C)C)cc2)Cc2ccco2)cc1 ?
PLK1 kinase inh: -11; PLAP act: 1.1; CYP2C19 activ: 0.5; CYP2C9 activ: 0.4; Rev-RRE block: -4; CYP2C19 inh: 50; CYP2C9 inhib: 63*; EphB4 ephrin blk: 0; PLK1 PBD inh: -6

How did CC1(C)CC2CC(C)(CN2C(=O)CCCN2C(=O)c3ccccc3C2=O)C1 (stereo unspecified) do in these assays?
PLAP act: 1.5; CYP2C19 activ: 0.1; CYP2C9 activ: 0.9; CYP2C19 inh: 86*; CYP2C9 inhib: 8

What do the screens show for `O=C(O)CCNc1nc(-c2ccccc2)nc2ccccc12`?
PLK1 kinase inh: -6; PLAP act: 1.1; CYP2C19 activ: 1; CYP2C9 activ: 0.8; Rev-RRE block: 8; CYP2C19 inh: -3; CYP2C9 inhib: 21; EphB4 ephrin blk: 3; PLK1 PBD inh: -2

How did CCOc1ccc(N2C(=O)CC(Sc3ncccn3)C2=O)cc1 (stereo unspecified) do in these assays?
PLK1 kinase inh: -8; PLAP act: 0.8; CYP2C19 activ: 1; CYP2C9 activ: 1.1; Rev-RRE block: 5; CYP2C19 inh: -3; CYP2C9 inhib: -6; EphB4 ephrin blk: 1; PLK1 PBD inh: 23

What do the screens show for `COc1cc(C(=O)OC(C)CN2CCCC2)cc(OC)c1OC` (stereo unspecified)?
PLK1 kinase inh: -6; PLAP act: 1.1; CYP2C19 activ: 1.1; CYP2C9 activ: 1; Rev-RRE block: 5; CYP2C19 inh: -10; CYP2C9 inhib: -3; EphB4 ephrin blk: 0; PLK1 PBD inh: -3

What do the screens show for `CCCCCC(=O)Nc1nc(C)c(-c2csc(Nc3cc(OC)ccc3OC)n2)s1`?
PLK1 kinase inh: -2; PLAP act: 1.2; CYP2C19 activ: 0.8; CYP2C9 activ: 0.4; Rev-RRE block: -5; CYP2C19 inh: 19; CYP2C9 inhib: 55*; EphB4 ephrin blk: -4; PLK1 PBD inh: 3
